# pAkt inh = Akt phosphorylation inhibition; Neuro2A IGF-stimulated pAkt S473 HTRF, 20 min; hits give low values; activity change, % for hits at 50 µM; 0.32% of 360,000 active; in the data active means activity change below about -80%; inconclusive means mostly about -51% to -80%; further: on the % scale 0 is the no-effect control and ±100 the full control effect
#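 Neuro2A cells (4,500/well, DMEM with 0.5% FBS) were treated with compound at a single 50 µM final concentration, stimulated with 6 nM IGF for 20 min at 37 °C, and lysed. Phospho-Akt Ser473 was read by HTRF as 665/615 ratio ×10^4.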
# HepG2 tox = HepG2 cytotoxicity, counter-screen for TGF-b inhibitors; 0.76% of 410,000 active; HepG2 CAGA-GFP viability, ATP luminescence, 18 h; AID 588856; Potency, µM (titrated, usually from 46.1 µM), without a hit: at the top dose activity change, negative = cytotoxicity, most hits filed as cytotoxic; further: potency means the concentration at half of the fitted maximal effect; some results filed as inactive show a strong effect at the top dose
#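 HepG2 CAGA-GFP cells (1000/well, DMEM with 1% FBS) received compound, then TGF-beta at 500 pg/mL final, and were incubated 18 hours at 37 degrees C. Viability was read by CellTiter-Glo luminescence. Media-only wells were set as complete cell-killing and DMSO as no toxicity.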
# A549 viability = kills or reduces viability of A549 cells in Nrf2 counter-screen; A549 ARE-Fluc cells, CellTiter-Fluor viability, 18-24 h; Potency, µM (series often up to 46 µM), for inactives: at the top dose activity change, negative = cytotoxicity, hits mostly inhibitors; 0.16% of 390,000 active; further: potency means the concentration at half of the fitted maximal effect; on the % scale 0 is the no-effect control and ±100 the full control effect
#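 Cytotoxicity counterscreen: CellTiter-Fluor fluorescence was measured in A549 ARE_Fluc cells after 18-24 h of compound exposure in a concentration series. The subsequent BugLite luminescent read reports ARE-luciferase activity.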
# TGFb SMAD3 inh = blocks TGF-b signaling; 1.2% of 410,000 active; Potency, µM (doses to about 46.1 µM), without a hit: at the top dose activity, negative = inhibition, actives largely listed as inhibitors; HepG2 CAGA-GFP TGF-b/SMAD3 reporter, GFP fluorescence, 18 h; TGF-beta stimulated, 500 pg/mL final; further: potency means the concentration at half of the fitted maximal effect; on the % scale 0 is the no-effect control and ±100 the full control effect; nearly all actives have a fitted effect of over 65% in size
#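 Smad-responsive CAGA-GFP expression was quantified in HEPG2 cells exposed to compounds and 500 pg/mL final TGF-beta for 18 h at 37 degrees C; unstimulated wells defined full inhibition.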
# Mm-Cpn inhibitor = blocks the Methanococcus maripaludis chaperonin Mm-Cpn | AID 504842 | purified Mm-Cpn ATPase, ADP Transcreener TR-FRET | Potency, µM (doses to about 76.9 µM), without a hit: top-dose activity, negative = inhibition, hits mostly inhibitors | 0.031% of 330,000 active; further: potency means the concentration at half of the fitted maximal effect; on the % scale 0 is the no-effect control and ±100 the full control effect; nearly all actives have a fitted effect of over 80% in size
#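 ATPase turnover read by TR-FRET ADP competition (Eu cryptate antibody/ADP-d2, 665/590 nm): 10uM ATP final, 25nM Mm-CPN final, 30 min 37degC after 10-min compound preincubation, pH 7.4 Tris/KCl/MgCl2/DTT buffer.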
# Abeta yeast res = restores growth of yeast expressing A-beta42 peptide; yeast expressing A-beta42, growth rescue, OD600, 48 h; response scale: 0% DMSO, 100% iron-clioquinol control; Potency, µM (top dose mostly 46.1 µM), for inactives: at the top dose growth rescue, usual class: activators; 0.063% of 410,000 active; AID 1347071; further: potency means the concentration at half of the fitted maximal effect; nearly all actives have a fitted effect of over 55% in size
#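 Yeast growth medium received pinned compounds, then yeast cells expressing toxic A-beta were added; plates incubated at 30 C for 48 hr. Growth read as absorbance at 600 nm, normalized to DMSO and equimolar FeCl3 plus clioquinol controls.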
# CCT chaperon mod = cytosolic chaperonin activity modulation. purified chaperonin ATPase assay, HTRF ADP detection, 30 min. activity change, % (concentration not given with the values), hits read low. 0.3% of 360,000 active. AID 651819; in the data active means activity change below about -30%; further: on the % scale 0 is the no-effect control and ±100 the full control effect
#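 First, chaperonin was dispensed at 40 nM or 20 nM final depending on batch activity. Next, compounds were pinned at 76 uM and ATP added at 10 uM. After 30 min at 37 °C, ADP detection reagents ran 30 min at ambient temperature.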
# Nrf2 ARE act = Nrf2 pathway activation. Potency, µM (series often up to 46.1 µM), for inactives: top-dose activation, hits mostly activators. AREc32 ARE-luciferase reporter (MCF7-derived line), luminescence, 24 h. 0.31% of 410,000 active; further: potency means the concentration at half of the fitted maximal effect; % of control where 0% means no effect; nearly all actives have a fitted effect of over 65% in size
#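 Reporter line AREc32 (ARE-Fluc), seeded overnight in OPTI-MEM with 5% FBS; compound pin-transferred, 24 hr at 37 deg C, 5% CO2; luminescent read-out.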
# Nrf2 inh = blocks Nrf2 signaling; 2.1% of 360,000 active; Potency, µM (doses to about 46 µM), without a hit: at the highest dose activity change, negative = inhibition, actives largely listed as inhibitors; A549 ARE-Fluc reporter, luciferase luminescence, 18-24 h; further: potency means the concentration at half of the fitted maximal effect; on the % scale 0 is the no-effect control and ±100 the full control effect; nearly all actives have a fitted effect of over 60% in size
#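 Nrf2 function is reported as luminescence of an ARE-controlled luciferase in A549 cells. Compounds were tested at several concentrations, and a CellTiter-Fluor read on the same wells flagged cytotoxicity.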
# * hit, by the source's call; i = inactive; ? = inconclusive; · = no result given; [ ] = dose if it differs, or a comment. Unless noted, the call rests on the fitted dose curve; in most records, active means well fitted curve in the direction sought with a large enough effect; inconclusive means small, poorly fitted or top-dose-only effect, or another doubt; inactive means no such curve, though single readings can be large; an effect the other way counts as inactive or inconclusive.
SMILES,pAkt inh,HepG2 tox,A549 viability,TGFb SMAD3 inh,Mm-Cpn inhibitor,Abeta yeast res,CCT chaperon mod,Nrf2 ARE act,Nrf2 inh
Cc1ccc(CN2C(=O)C(C)Sc3ccc(C#N)cc32)cc1 (stereo not given),i,2%,·,18%,·,5%,0.8,-0.6%[9.22 µM],·
CCc1ccc2oc(C(=O)N3CCN(C)CC3)cc(=O)c2c1,i,1%,9%,4%,-1%,-16%,-1.6,-0.7%,4%
CCn1ccc2cc(S(=O)(=O)N3CCC(C(=O)NCc4ccc(F)cc4)CC3)ccc21,·,-5%,0%,?,·,7%,·,3.1%,·
O=C(c1cccc(N2C(=O)C3CC=CCC3C2=O)c1)N1CCCCCC1 (stereo not given),·,-14%,0%,41%[activator],2%,-8%,-7.7,-0.7%,·
Cn1c(/C(C#N)=C/c2cccc(O)c2)nc2ccccc21,i,0%,4%,27%,1%,-25%,-1.0,?,-12%
Cc1cc(Cl)ccc1C(O)c1ncc(-c2ccc(C(F)(F)F)cc2)[nH]1 (stereo not given),i,-93%,·,?,·,-3%,0.5,-0.9%,·
Cc1ccc(/C=C/C(=O)Nc2nnc(C)s2)o1,i,-7%,-3%,-14%,-3%,0%,2.3,?,-1%
CCOC(=O)C1CCN(S(=O)(=O)c2cc(-c3cc(C)no3)ccc2OC)CC1,·,-20%,12%,-24%,·,-10%,·,0.6%,?
CCc1cc2ccccc2nc1SCC(=O)NC1CCCC1,i,-3%,2%,8%,-3%,-7%,-0.5,0.0%,-11%
COc1ccc(OC)c(-c2nnc(NC(=O)C(C)Sc3nncn3C)s2)c1 (stereo not given),i,-22%,2%,10%,-1%,-4%,1.3,25%,1%
CCc1nnc(NC(=O)c2cc(-c3ccc(C)o3)nc3ccccc23)s1,i,-14%,-6%,-2%,-6%,-4%,0.6,17%,-22%
CCS(=O)(=O)N1CCC2(CC1)OC(=O)C(C)=C2C(=O)NCc1ccc(OC)c(OC)c1,·,-16%,11%,-2%,·,-1%,·,-1.2%,?
CCOc1ccc(NC(=O)CCC(=O)NNC(=O)Nc2cccc(Cl)c2)cc1,i,-12%,10%,-7%,-2%,3%,-0.6,-1.0%,0%
CCN(CCS(=O)(=O)c1ccc(Cl)cc1)Cc1nc2ccccc2c(=O)[nH]1,i,0%,-1%,-6%,-2%,-7%,-1.6,6.5%,8%
Cc1ccc2nc(SCC(=O)Nc3cccnc3Cl)[nH]c2c1,i,-11%,-2%,-22%,-1%,0%,-0.4,0.6%,-13%
COc1ccc(-c2noc(C(=O)NCc3ccccc3Cl)n2)cc1OC,i,0%,-6%,-12%,0%,9%,-0.4,-0.1%,8%
CCOC(=O)CCCNC(=O)CN1C(=O)NC(CCc2ccccc2)C1=O (stereo not given),i,2%,-2%,-6%,-21%,-1%,0.9,-0.3%,-20%
CCOC(=O)N1CCN(CCC(=O)Nc2ccc(Br)cc2)CC1,i,-23%,-12%,-21%,-1%,-3%,-2.6,0.3%,?
O=C(NC(Cc1c[nH]c2ccccc12)C(=O)Nc1ccc(F)cc1)c1cccs1 (stereo not given),i,-18%,-14%,0%,1%,26%,0.3,-0.9%,15%
Cc1cccc(C)c1NC(=O)CN(C)C(=O)[C@H](C)NC(=O)c1ccco1,i,-35%,1%,11%,0%,-4%,-6.4,0.1%,5%
CCOc1cc(NC(=O)c2cccs2)c(OCC)cc1NC(=O)c1ccco1,i,-5%,-4%,-1%,0%,3%,-2.4,3.1%,3%
CCc1ccc(C(=O)COC(=O)C(Cc2ccccc2)NC(=O)C2CCC(C)CC2)cc1 (stereo not given),i,-3%,-15%,8%,2%,13%,0.7,-0.5%,?
CC(=O)c1cccc(NC(=O)c2sc3nc4n(c(=O)c3c2C)CCCC4)c1,i,2%,6%,18%,0%,-12%,-0.9,-0.4%,?
C[C@H](NC(=O)Cc1ccccc1)C(=O)N1CCC2(CC1)NCCc1[nH]cnc12,i,0%,2%,7%,2%,5%,-0.9,0.0%,11%
O=C(Nc1ccccc1N1CCN(C(=O)c2ccccc2)CC1)c1ccc(Cl)cc1,i,-17%,-14%,-4%,-9%,11%,-0.7,13%,-10%

# Among those listed so far, two have a cyano group:
SMILES,pAkt inh,HepG2 tox,A549 viability,TGFb SMAD3 inh,Mm-Cpn inhibitor,Abeta yeast res,CCT chaperon mod,Nrf2 ARE act,Nrf2 inh
Cc1ccc(CN2C(=O)C(C)Sc3ccc(C#N)cc32)cc1 (stereo not given),i,2%,·,18%,·,5%,0.8,-0.6%[9.22 µM],·
Cn1c(/C(C#N)=C/c2cccc(O)c2)nc2ccccc21,i,0%,4%,27%,1%,-25%,-1.0,?,-12%

# Back to the main list, repeating the four entries before the break.
SMILES,pAkt inh,HepG2 tox,A549 viability,TGFb SMAD3 inh,Mm-Cpn inhibitor,Abeta yeast res,CCT chaperon mod,Nrf2 ARE act,Nrf2 inh
CCc1ccc(C(=O)COC(=O)C(Cc2ccccc2)NC(=O)C2CCC(C)CC2)cc1 (stereo not given),i,-3%,-15%,8%,2%,13%,0.7,-0.5%,?
CC(=O)c1cccc(NC(=O)c2sc3nc4n(c(=O)c3c2C)CCCC4)c1,i,2%,6%,18%,0%,-12%,-0.9,-0.4%,?
C[C@H](NC(=O)Cc1ccccc1)C(=O)N1CCC2(CC1)NCCc1[nH]cnc12,i,0%,2%,7%,2%,5%,-0.9,0.0%,11%
O=C(Nc1ccccc1N1CCN(C(=O)c2ccccc2)CC1)c1ccc(Cl)cc1,i,-17%,-14%,-4%,-9%,11%,-0.7,13%,-10%
CCN(C(=O)CN1CCCCCC1)c1c(N)n(Cc2ccccc2)c(=O)[nH]c1=O,i,-12%,-13%,-3%,0%,1%,0.3,0.3%,8%
O=[N+]([O-])c1cc(F)c2cccnc2c1O,i,16µM*,-30%,?,-1%,?,0.6,4.7%,?
COc1ccc(OC)c(NC(=O)CC2C(=O)NCCN2C(=O)c2ccccc2)c1 (stereo not given),i,6%,2%,-2%,-2%,8%,-0.2,2.3%,-8%
CN(CC(=O)NCC1CCCCC1)CC(=O)Nc1ccccc1Br,i,-2%,0%,-1%,-2%,6%,-2.6,0.5%,-2%
O=C(Cc1cccs1)N1CCN(c2ccccn2)CC1,i,5%,-1%,5%,1%,20%,-0.2,-1.4%,24%
O=C(Cn1nnc2ccccc21)c1ccc([N+](=O)[O-])cc1,i,-10%,0%,-20%,0%,9%,0.1,-0.3%,0%
Cc1ccc(CCNC(=O)CCc2nc3ccccc3[nH]2)cc1,i,12%,0%,5%,-4%,-8%,-1.8,0.1%,4%
COc1cccc(CNC(=O)C2CCCN(S(=O)(=O)c3c(C)noc3/C=C/N(C)C)C2)c1 (stereo not given),i,-4%,4%,5%,-5%,1%,-2.2,0.3%,-9%
O=C(CNC(=O)c1ccco1)OCC(=O)c1ccccc1Cl,i,4%,2%,5%,0%,-3%,-1.5,-0.2%,17%
O=C(NC1CCSc2ccccc21)c1cc(S(=O)(=O)N2CCOCC2)ccc1Cl (stereo not given),i,-13%,7%,-11%,-1%,5%,-0.2,0.3%,-12%
CCOC(=O)c1ccc(NC(=O)CCOc2ccc(OC)cc2)cc1,·,-23%,-5%,-11%,0%,8%,-0.2,-0.2%,-21%
COCCn1c(C)cc(C(=O)COC(=O)c2ccccc2Br)c1C,i,2%,-3%,12%,1%,-9%,-0.1,-1.0%,?
Cc1[nH]c2ccccc2c1/C=C(\C#N)C(=O)NCc1ccccc1,i,-6%,-10%,8%,-1%,11%,-6.1,3.2%,?
CC(=O)Nc1cc(-c2cccc(NS(C)(=O)=O)c2)cn2c(-c3ccccc3)cnc12,i,-17%,·,3%,·,-6%,0.8,7.4%,·
O=C(CSCc1ccc(F)cc1)N1CCc2c([nH]c3ccccc23)C1c1ccc(F)cc1 (stereo not given),·,-42%,?,?,·,4%,·,1.0%,·
C=CCc1cccc2cc(C(=O)Nc3cccc(C(=O)O)c3)c(=O)oc12,i,30%,-2%,0%,1%,17%,-0.9,-0.5%,14%
CCN(CC)S(=O)(=O)c1ccc(C)c(NS(=O)(=O)c2cc(/C=C/C(=O)O)cc(OC)c2OC)c1,i,16%,-12%,0%,1%,-6%,2.2,0.4%,3%
Cn1c(C(=O)NC2CC2)cc2c(=O)n(C)c3ccccc3c21,i,-6%,8%,-7%,0%,17%,-1.3,6.2%,?
CCOC(=O)Cc1cnc(NC(=O)NC(C(=O)OCC)(c2ccccc2)C(F)(F)F)s1 (stereo not given),i,-18%,5%,0%,0%,-9%,0.2,-0.5%,6%
CCOC(=O)c1[nH]c(C)c(CCC(=O)Nc2cccc(SC)c2)c1C,·,-13%,-4%,?,·,-14%,·,0.9%,·
CCOc1ccc(NC(=O)C(C)Sc2nnnn2C)cc1 (stereo not given),i,5%,3%,-14%,0%,-9%,2.5,0.4%,4%
COc1ccccc1N(CC(=O)NC1CCCCC1)C(=O)Cn1nnc(-c2ccc(C)o2)n1,i,3%,0%,4%,1%,3%,-1.9,0.0%,-2%
Cc1cc(C)nc(SC(C)C(=O)N/N=C/c2cccs2)n1 (stereo not given),i,-5%,-13%,4%,2%,2%,1.4,0.0%,?
O=C(OCC(=O)N1CCCCCC1)c1ccc(Br)c(S(=O)(=O)N2CCOCC2)c1,i,4%,-4%,?,3%,-6%,-2.1,0.5%,5%
NS(=O)(=O)c1cccc(NC(=O)c2cccc3c(Br)cccc23)c1,i,0%,-4%,-1%,-10%,5%,-0.4,0.0%,0%
COc1ccc(-c2c3c(=O)n(C)c(=O)n(C)c3c3c(-c4ccccc4)nc4ccccc4n23)cc1,·,0%,-3%,1%,·,17%,·,-0.9%,11%
Cc1ccc(N2CCN(S(=O)(=O)c3ccc4[nH]c5c(c4c3)CCCCC5)CC2)c(C)c1,·,1%,5%,?,·,-15%,·,-0.2%,-68%
